Bioassay records: PubChem, Southern Research Specialized Biocontainment Screening Center
influenza NS1A: H1N1 influenza NS1A inhibitors, functional cell based assay (AID 504329); NS1A functional cell-based assay, percent inhibition; higher % means a stronger effect; inhibition, % at 12.5 µM; hits with a dose series show IC50 in µM; actives 0.3% (n = 340,000); in the data active = a potency from the dose series; inconclusive = inhibition above about 27% without an active follow-up result; note: strong numbers were not always called active
inhibitors of VEEV: inhibitors of VEEV TC-83 cytopathic effect, confirmation, Vero cells (AID 588727); Vero cells, VEEV TC-83 cytopathic effect inhibition; higher % means a stronger effect; one-dose inhibition, % at 20 µM; IC50 in µM for titrated hits; actives 0.13% (n = 350,000); in the data active = a potency from the dose series; inconclusive = inhibition mostly from about 14% at the one dose, without a potency; inactive = the rest, 99 in 100 with inhibition below about 12%; note: strong numbers were not always called active
M. tuberculosis: growth inhibition of non-replicating M. tuberculosis (AID 488890); actives 0.39% (n = 320,000); one-dose inhibition, % at 25 µM; IC50 in µM for titrated hits; Mycobacterium tuberculosis non-replicating, growth inhibition; higher % means a stronger effect; in the data active = a potency from the dose series; inconclusive = inhibition mostly from about 82% at the one dose, without a potency; inactive = the rest, 99 in 100 with inhibition below about 76%;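 note: plate controls were DMSO cells for no effect and high antibiotic wells for full effect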
PhoP GFP inhibition: PhoP regulon inhibitors, Salmonella typhi PhoP promoter GFP reporter, confirmatory (AID 1850) | Salmonella Typhi PhoP-promoter GFP reporter, fluorescence, 4 h; higher % means a stronger effect | one-dose inhibition, % at 50 µM; IC50 in µM for titrated hits | actives 0.33% (n = 310,000); in the data active = a potency from the dose series; inconclusive = inhibition mostly from about 25% at the one dose, without a potency; inactive = the rest, 99 in 100 with inhibition below about 19%;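 note: 0% = induced wells with vehicle and 100% = uninduced wells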
M. tuberculosis HTS: M. tuberculosis growth inhibition, HTS (AID 449762) | M. tuberculosis H37Rv growth inhibition, 7H9 media; higher % means a stronger effect | one-dose inhibition, % at 25 µM; IC50 in µM for titrated hits | actives 0.59% (n = 330,000); in the data active = a potency from the dose series; inconclusive = inhibition above about 70% without an active follow-up result;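 note: bacterial growth assessed after seven days of incubation; strong numbers were not always called active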
inhibitors of VEEV 10K pilot screen: also measured in inhibitors of VEEV; calls as there; inhibition, %; measured here: 10K pilot screen inhibition
Starred values were filed as active, the others as inactive; & = joins results of further samples.

What do the screens show for `CCOc1cc(-c2noc(CCCC(=O)NC3CCCCC3)n2)ccc1OC`?
influenza NS1A: 5.2%; inhibitors of VEEV: 0.3%; M. tuberculosis: -4.4%; PhoP GFP inhibition: 8.5%; M. tuberculosis HTS: 7.8%

Results for CC(C)CCn1c(SCC#N)nc2c(sc3ccccc32)c1=O ?
influenza NS1A: 6.2%; inhibitors of VEEV: inactive; M. tuberculosis: -0.3%; PhoP GFP inhibition: 4.3%; M. tuberculosis HTS: 4.5%

What do the screens show for `O=C(CCCc1c[nH]c2ccccc12)N[C@@H](Cc1c[nH]c2ccccc12)C(=O)O`?
influenza NS1A: 2.6%; inhibitors of VEEV: 0.2%; M. tuberculosis: -7.1%; PhoP GFP inhibition: -1.4%; M. tuberculosis HTS: 3.5%

How did COc1cccc2cc(C(=O)c3ccccc3)oc12 do in these assays?
influenza NS1A: -3.3%; inhibitors of VEEV: 1.8%; M. tuberculosis: 77.7%; PhoP GFP inhibition: 6.3%; M. tuberculosis HTS: -1.7%

What do the screens show for `Cc1ccc(C(CCN)c2ccco2)cc1` (configuration not stated)?
influenza NS1A: 3.8%; inhibitors of VEEV: 1.3%; M. tuberculosis: 26.4%; PhoP GFP inhibition: -2.2%; M. tuberculosis HTS: 0.2%

What do the screens show for `CCOc1ccc(N(CC(=O)NC2CCCC2)C(=O)CCCC(=O)Nc2ccccn2)cc1`?
influenza NS1A: 4.7%; inhibitors of VEEV: 2.1%; M. tuberculosis: 12.2%; PhoP GFP inhibition: 12.3%; M. tuberculosis HTS: -1.2%

What do the screens show for `CC(C)CNc1nc(N)c([N+](=O)[O-])c(NCC2CCCO2)n1` (configuration not stated)?
influenza NS1A: 2.8%; inhibitors of VEEV: inactive; M. tuberculosis: -3.8%; PhoP GFP inhibition: -5.6%; M. tuberculosis HTS: -2.0%

Results for CCC(=O)c1ccc(OCC(=O)NC2CCCC2)cc1 ?
influenza NS1A: -1.7%; inhibitors of VEEV: 0.1%; M. tuberculosis: 28.5%; M. tuberculosis HTS: -6.8%

How did COc1ccccc1NC(=S)N1CCc2cc(OC)c(OC)cc2C1 do in these assays?
influenza NS1A: 1.5%; inhibitors of VEEV: 2.0%; M. tuberculosis: 13.7%; PhoP GFP inhibition: 0.8%; M. tuberculosis HTS: -4.0%

How did CCN(CC)S(=O)(=O)c1ccc(NC(=O)c2ccccn2)cc1 do in these assays?
influenza NS1A: 18.0%; inhibitors of VEEV: 1.7%; M. tuberculosis: -9.7%; PhoP GFP inhibition: -4.3%; M. tuberculosis HTS: -5.1%

What do the screens show for `CC(C)(C)NC(=O)C1Cc2ccccc2CN1S(=O)(=O)c1ccc(F)cc1` (configuration not stated)?
inhibitors of VEEV: 1.5%; M. tuberculosis: -5.8%; PhoP GFP inhibition: 8.2%; M. tuberculosis HTS: -5.0%

Results for CC1CCc2c(sc(NC(=O)Cn3nc(C(=O)O)c4ccccc4c3=O)c2C#N)C1 (configuration not stated) ?
influenza NS1A: -10.2%; inhibitors of VEEV: 2.9%; M. tuberculosis: 41.6%; PhoP GFP inhibition: 5.3%; M. tuberculosis HTS: -0.7%

Results for C=CCOC(=O)C1CC=CCC1C(=O)Oc1ccc(F)cc1F (configuration not stated) ?
influenza NS1A: -9.5%; inhibitors of VEEV: 0.4%; M. tuberculosis: 20.9%; PhoP GFP inhibition: 9.6%; M. tuberculosis HTS: 2.1%

How did Cc1cc(/C=N/NC(N)=O)c(C)n1C1CCCCC1 do in these assays?
influenza NS1A: 3.4%; inhibitors of VEEV: 0.1%; M. tuberculosis: 5.7%; PhoP GFP inhibition: 1.7%; M. tuberculosis HTS: 8.8%

Results for CCC1CCCCN1S(=O)(=O)c1ccc2c(c1)CCN2C(C)=O (configuration not stated) ?
influenza NS1A: -9.1%; inhibitors of VEEV: 0.9%; M. tuberculosis: 6.0%; PhoP GFP inhibition: -1.1%; M. tuberculosis HTS: -1.8%

Results for O=C(NCc1cccc(C(F)(F)F)c1)N1CCN(C(=O)c2ccccc2)CC1 ?
influenza NS1A: -7.3%; inhibitors of VEEV: inactive; M. tuberculosis: 2.7%; M. tuberculosis HTS: -2.5%

What do the screens show for `CC1(NC(=O)COc2ccccc2-c2ccccc2)CCS(=O)(=O)C1` (configuration not stated)?
influenza NS1A: -5.1%; inhibitors of VEEV: 1.7%; M. tuberculosis: -4.7%; PhoP GFP inhibition: -11.1%; M. tuberculosis HTS: 2.3%

What do the screens show for `CC(=O)c1cccc(NC(=O)CSc2ncc(C(=O)Nc3ccccc3)c(=O)n2C)c1`?
influenza NS1A: -2.7%; inhibitors of VEEV: 10.5%; M. tuberculosis: -3.6%; PhoP GFP inhibition: -6.1%; M. tuberculosis HTS: 5.1%

Results for CCC(=O)c1cc2c(cc1NC(=O)c1ccccc1)OCCO2 ?
influenza NS1A: -10.4%; inhibitors of VEEV: 0.4%; M. tuberculosis: -3.7%; PhoP GFP inhibition: -9.7%; M. tuberculosis HTS: 3.6%

Results for Cn1cc(S(=O)(=O)N2CCOCC2)cc1C(=O)Nc1cccc(Cl)c1 ?
influenza NS1A: 30.1%; inhibitors of VEEV: 5.1%; M. tuberculosis: 7.9%; PhoP GFP inhibition: -6.0%; M. tuberculosis HTS: -5.4%

What do the screens show for `CCCC(=O)Nc1ccc2c(c1)nc(CCN1CCCCC1)n2C`?
influenza NS1A: 5.2%; inhibitors of VEEV: inactive; M. tuberculosis: -13.5%; PhoP GFP inhibition: 10.0%; M. tuberculosis HTS: 2.6%

How did COc1ccc(S(=O)(=O)NC(N)=NCCc2ccc(OC)c(OC)c2)cc1C do in these assays?
influenza NS1A: -4.7%; inhibitors of VEEV: 0.2%; M. tuberculosis: 5.7%; PhoP GFP inhibition: -4.1%; M. tuberculosis HTS: 2.6%

What do the screens show for `Cc1ccc(NCc2nnc(SCC(=O)c3ccccc3)n2Cc2ccco2)c(C)c1`?
influenza NS1A: 11.7%; inhibitors of VEEV: 5.7%; M. tuberculosis: 47.9%; PhoP GFP inhibition: -9.8%; M. tuberculosis HTS: 1.6%

How did Cc1cc(NC(=O)CCC(=O)N(CC(=O)NCC2CCCO2)c2ccccc2)no1 (configuration not stated) do in these assays?
influenza NS1A: 5.7%; inhibitors of VEEV: 0.5%; M. tuberculosis: -17.9%; PhoP GFP inhibition: 0.2%; M. tuberculosis HTS: 2.1%

What do the screens show for `COC(=O)c1ccc(NC(=O)N2CCC(O)(c3cccnc3)CC2)cc1`?
influenza NS1A: 1.2%; inhibitors of VEEV: 1.1%; M. tuberculosis: -11.0%; PhoP GFP inhibition: 7.7%; M. tuberculosis HTS: 1.8%

What do the screens show for `CCOC(=O)CN1CC23C=CC(O2)C(C(=O)N2CCN(c4ccc(F)cc4)CC2)C3C1=O` (configuration not stated)?
influenza NS1A: 4.3%; inhibitors of VEEV: 1.2%; M. tuberculosis: 4.9%; PhoP GFP inhibition: 3.0%; M. tuberculosis HTS: 1.8%

What do the screens show for `CN(Cc1ccco1)S(=O)(=O)c1ccc2c(c1)CCN2C(=O)CCC(=O)O`?
influenza NS1A: -6.8%; inhibitors of VEEV: 0.1%; M. tuberculosis: -9.9%; PhoP GFP inhibition: -11.0%; M. tuberculosis HTS: -1.9%

How did CCOc1ccc2c(c1)OC1(CCC(C)C1)CC2=O (configuration not stated) do in these assays?
influenza NS1A: -12.8%; inhibitors of VEEV: 3.8%; M. tuberculosis: -1.8%; PhoP GFP inhibition: -4.9%; M. tuberculosis HTS: 5.4%

How did CCN1C(=O)[C@@H]2[C@@H](c3ccc(-c4ccc(F)cc4)c(OC)c3)N3CCC[C@@]3(C(=O)OC)[C@@H]2C1=O do in these assays?
influenza NS1A: 4.8%; inhibitors of VEEV: inactive; M. tuberculosis: 18.1%; M. tuberculosis HTS: -0.2%

How did CCOC(=O)CSc1nc2sc3c(c2c(=O)n1-c1ccc(C)cc1)CCN(C)C3 do in these assays?
influenza NS1A: 5.6%; inhibitors of VEEV: inactive; M. tuberculosis: 49.5%; PhoP GFP inhibition: 4.2%; M. tuberculosis HTS: 7.1%

How did Cc1ccccc1NC(=S)NC(C)C(c1ccccc1)N1CCN(C)CC1 (configuration not stated) do in these assays?
influenza NS1A: -5.3%; inhibitors of VEEV: inactive; M. tuberculosis: -14.1%; PhoP GFP inhibition: -6.3%; M. tuberculosis HTS: -16.2%

Results for C=CCn1c(CNC(=O)c2cccs2)n[nH]c1=S ?
influenza NS1A: 27.3%; inhibitors of VEEV: inactive; M. tuberculosis: -8.1%; PhoP GFP inhibition: -9.3%; M. tuberculosis HTS: -6.2%

How did CC(=O)c1ccccc1NS(=O)(=O)c1cccc2nonc12 do in these assays?
influenza NS1A: 3.3%; inhibitors of VEEV: 0.6%; M. tuberculosis: 15.5%; PhoP GFP inhibition: -8.6%; M. tuberculosis HTS: -21.6%

What do the screens show for `Cc1ccc(S(=O)(=O)C(CNC(=O)C(C)C)c2cccs2)cc1` (configuration not stated)?
influenza NS1A: 3.0%; inhibitors of VEEV: 2.9%; M. tuberculosis: 1.2%; PhoP GFP inhibition: 1.4%; M. tuberculosis HTS: -11.2%

Results for COc1cccc(Cn2cc(-c3cccc(C(F)(F)F)c3)nn2)c1 ?
influenza NS1A: -4.7%; inhibitors of VEEV: inactive; M. tuberculosis: 2.2%; PhoP GFP inhibition: 8.1%; M. tuberculosis HTS: 0.7%; inhibitors of VEEV 10K pilot screen: 0.2

Results for O=P(COCCOCCOCCOCP(=O)(c1ccccc1)c1ccccc1)(c1ccccc1)c1ccccc1 ?
influenza NS1A: -9.5%; inhibitors of VEEV: inactive; M. tuberculosis: 5.4%; PhoP GFP inhibition: 6.1%; M. tuberculosis HTS: 6.1%

Results for O=C(CN(C1CC1)S(=O)(=O)c1ccc(S(=O)(=O)N2CCCCCC2)cc1)Nc1ccccc1 ?
influenza NS1A: -1.2%; inhibitors of VEEV: inactive; M. tuberculosis: 5.8%; PhoP GFP inhibition: 0.4%&18.0%; M. tuberculosis HTS: 6.0%

What do the screens show for `CCOC(=O)c1ccc(NC(=O)Oc2cc(C)c(Cl)cc2C(C)C)cc1`?
influenza NS1A: 1.4%; inhibitors of VEEV: 0.9%; M. tuberculosis: 64.2%; PhoP GFP inhibition: 7.2%; M. tuberculosis HTS: inconclusive

Results for COc1ccc(CN([C@H](CO)CC(C)C)S(=O)(=O)N(Cc2ccccc2)[C@H](CO)CC(C)C)cc1 ?
influenza NS1A: 0.4%; inhibitors of VEEV: inactive; M. tuberculosis: -2.3%; M. tuberculosis HTS: 3.4%

Results for Cc1ccccc1C(=O)NC(=S)Nc1ccc(N2CCN(C(=O)c3ccccc3)CC2)cc1 ?
influenza NS1A: -5.2%; inhibitors of VEEV: 12.1%; M. tuberculosis: -5.0%; PhoP GFP inhibition: -16.6%; M. tuberculosis HTS: 3.6%

Ordered by molar mass (high to low): 5 of the compounds above.
Results for O=P(COCCOCCOCCOCP(=O)(c1ccccc1)c1ccccc1)(c1ccccc1)c1ccccc1 ?
influenza NS1A: -9.5%; inhibitors of VEEV: inactive; M. tuberculosis: 5.4%; PhoP GFP inhibition: 6.1%; M. tuberculosis HTS: 6.1%

Results for COc1ccc(CN([C@H](CO)CC(C)C)S(=O)(=O)N(Cc2ccccc2)[C@H](CO)CC(C)C)cc1 ?
influenza NS1A: 0.4%; inhibitors of VEEV: inactive; M. tuberculosis: -2.3%; M. tuberculosis HTS: 3.4%

Results for O=C(CN(C1CC1)S(=O)(=O)c1ccc(S(=O)(=O)N2CCCCCC2)cc1)Nc1ccccc1 ?
influenza NS1A: -1.2%; inhibitors of VEEV: inactive; M. tuberculosis: 5.8%; PhoP GFP inhibition: 0.4%&18.0%; M. tuberculosis HTS: 6.0%

Results for Cc1ccccc1C(=O)NC(=S)Nc1ccc(N2CCN(C(=O)c3ccccc3)CC2)cc1 ?
influenza NS1A: -5.2%; inhibitors of VEEV: 12.1%; M. tuberculosis: -5.0%; PhoP GFP inhibition: -16.6%; M. tuberculosis HTS: 3.6%

How did CC(=O)c1ccccc1NS(=O)(=O)c1cccc2nonc12 do in these assays?
influenza NS1A: 3.3%; inhibitors of VEEV: 0.6%; M. tuberculosis: 15.5%; PhoP GFP inhibition: -8.6%; M. tuberculosis HTS: -21.6%
